Source: PubChem
SUMO1 PPI mod = SUMO1-SIM interaction modulation; SUMO1 binding to a labelled peptide, TR-FRET, 1 h; inhibition, % at 20 µM; hit rate 0.33% among 360,000; AID 602429; in the data active means inhibition above about 37%
Target sequence (P63165 whole entry, looked up): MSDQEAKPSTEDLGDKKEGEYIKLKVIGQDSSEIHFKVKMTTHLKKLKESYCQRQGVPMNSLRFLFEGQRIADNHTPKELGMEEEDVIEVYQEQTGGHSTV
NadD block = blocks S. aureus nicotinate mononucleotide adenylyltransferase; purified NadD enzyme, colorimetric absorbance read-out; inhibition, % at 20 µM; hit rate 0.78% among 360,000; AID 602399; in the data active means inhibition above about 26%; further: some compounds past the cut are filed as inactive
Scp-1 inhibitor = inhibitors of human Scp-1 phosphatase | Q9GZU7 | Recombinant Scp1, phosphopeptide, malachite green phosphate absorbance | inhibition, % at 20 µM | hit rate 0.88% among 340,000 | AID 493091;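 active means inhibition above about 50% at 20 µM, limit read from the data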;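 further: plate controls were DMSO wells with enzyme for no effect and wells lacking enzyme for full effect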
Target sequence (Q9GZU7 76-261 limits assumed): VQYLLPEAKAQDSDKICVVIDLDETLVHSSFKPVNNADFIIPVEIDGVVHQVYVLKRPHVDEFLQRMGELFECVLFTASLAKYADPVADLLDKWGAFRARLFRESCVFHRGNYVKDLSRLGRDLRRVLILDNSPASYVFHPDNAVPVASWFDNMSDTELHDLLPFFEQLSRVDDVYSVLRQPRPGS
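System: SCP-1 catalytic domain; Reagent: Phospho 17-mer peptide substrate; Doses: one concentration, 20 µM, with 1.0% DMSO; Incubation: 45 min room-temperature reaction, 5 min colour, 30 min stabiliser; Signal: Phosphate-binding colour reagent, absorbance read at 630 nm.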
Rpn11 block = inhibitors of human proteasome Rpn11 | hit rate 0.59% among 360,000 | AID 588493 | human 26S proteasome, Ub4-pepOG fluorescence polarization; 20S core pre-blocked with epoxomicin | calls only at 20 µM;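 active means inhibition at 20 µM, scaled to each plate's controls, above about 33%, limit read from the data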
DNMT1 inh = blocks human DNA methyltransferase DNMT1; DNMT1 molecular beacon, Hinp1I cleavage, fluorescence; inhibition (reported as % activation of signal), % at 10 µM; hit rate 0.83% among 360,000; in the data active means inhibition above about 50%
CendR NRP1 mod = alters CendR peptide binding to human NRP-1 | inhibition, % at 25 µM | FAM-RPARPAR peptide binding to NRP-1, fluorescence polarization | AID 602438 | hit rate 0.85% among 360,000;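 active means inhibition or corrected inhibition above about 18%, plus a signal ratio from 0.5 to 1.5, limit read from the data, passing the limit was not always enough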; further: strong numbers were not always called active
MT1-MMP act inh = blocks activation of human MT1-MMP; P50281; HT1080 RFP-PRO-GFP cells, GFP/RFP ratio fluorescence, overnight; percent of plate control window, DMSO zero; GFP/RFP ratio change, % at 20 µM; hit rate 0.061% among 360,000;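 active means GFP/RFP ratio change of at least 30% with cell ATP level not reduced by more than half and red fluorescence within 50% of control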; further: strong numbers were not always called active
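Assay system: HT1080 cells carrying an RFP-PRO-GFP reporter | Dosing: Single dose of 20 µM compound, 1% DMSO final | Incubation: Cells overnight before dosing, compound overnight, 37 °C, 5% CO2 | Evaluation: GFP/RFP fluorescence ratio | Control set: DMSO and RFP-L50D-GFP cell wells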
STEP block = inhibitors of human striatal-enriched phosphatase STEP | P54829 | recombinant STEP, OMFP fluorogenic substrate, fluorescence | inhibition, % at 20 µM | hit rate 0.25% among 360,000;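 active means inhibition at 20 µM, scaled per plate between control wells, above about 37%, limit read from the data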;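 further: 0% = DMSO with enzyme and substrate and 100% = substrate only without enzyme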
Target sequence (P54829 whole entry, looked up): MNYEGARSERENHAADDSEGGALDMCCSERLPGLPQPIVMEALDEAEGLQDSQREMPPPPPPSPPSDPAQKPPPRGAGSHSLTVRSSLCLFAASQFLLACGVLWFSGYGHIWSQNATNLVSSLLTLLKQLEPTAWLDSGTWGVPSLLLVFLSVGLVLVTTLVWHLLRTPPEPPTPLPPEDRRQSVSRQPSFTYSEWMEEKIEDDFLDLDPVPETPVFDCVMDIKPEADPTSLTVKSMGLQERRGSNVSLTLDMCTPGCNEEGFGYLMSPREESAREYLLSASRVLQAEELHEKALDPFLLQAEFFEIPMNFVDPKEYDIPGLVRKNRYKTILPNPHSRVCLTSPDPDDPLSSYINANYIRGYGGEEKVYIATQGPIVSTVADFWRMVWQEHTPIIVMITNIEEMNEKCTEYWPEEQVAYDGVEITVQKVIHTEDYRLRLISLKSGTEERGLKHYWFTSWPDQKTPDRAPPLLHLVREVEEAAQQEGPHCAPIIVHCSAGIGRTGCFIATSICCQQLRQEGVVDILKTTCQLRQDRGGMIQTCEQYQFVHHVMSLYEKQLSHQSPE
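System: isolated STEP enzyme; schedule: 20 min enzyme reaction at room temperature, protected from light; medium: Bis-Tris buffer pH 6.0, 2.5 mM DTT, 0.005% Tween 20; signal: fluorescence, 480/540 nm; dosing: single compound dose of 20 µM, 1% DMSO final; also added: OMFP substrate, 25 µM final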
LMPTP block = blocks human LMPTP phosphatase | hit rate 0.22% among 360,000 | inhibition, % at 20 µM | AID 651560 | P24666 | recombinant LMPTP-A, OMFP fluorogenic substrate, fluorescence intensity;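 active means compounds that cut the enzyme signal by at least half of the control window in the single-dose screen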;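 further: plate controls were DMSO wells with enzyme plus substrate for no effect and substrate without enzyme for full effect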
Target sequence (P24666 whole entry, looked up): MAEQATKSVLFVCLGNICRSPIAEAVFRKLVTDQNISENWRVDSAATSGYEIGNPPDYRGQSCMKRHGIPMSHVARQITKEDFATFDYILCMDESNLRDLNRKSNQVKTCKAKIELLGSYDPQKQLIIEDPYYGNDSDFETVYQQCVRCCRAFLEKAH
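Test system: LMPTP-A phosphatase enzyme; input: 0.625 nM LMPTP-A final; reagent: OMFP substrate, 400 µM final; compound dosing: 20 µM single dose, 3% DMSO; incubation: 50 min dark incubation at room temperature; measured by: endpoint fluorescence intensity from OMFP dephosphorylation; measure: % inhibition relative to no-enzyme and uninhibited control wells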
SKN-1 block = blocks SKN-1 activity in C. elegans. C. elegans VP596 Pgst-4::GFP/RFP ratio, acrylamide-induced, 24 h. inhibition, % at 21.8 µM. hit rate 0.49% among 360,000. AID 624304;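 active means interference check ratio from 0.5 to 1.5 plus GFP to RFP signal ratio inhibition reaching or exceeding a fixed threshold, cut at about 30% in these data, passing the limit was not always enough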; further: some compounds called inactive have numbers as strong as hits
* hit, by the source's call; i = inactive; · = not tested or not shown; + = active, no number.

compound,SUMO1 PPI mod,NadD block,Scp-1 inhibitor,Rpn11 block,DNMT1 inh,CendR NRP1 mod,MT1-MMP act inh,STEP block,LMPTP block,SKN-1 block
CC1C(c2ccccc2)OCCN1C (stereo not given),-2,1,0,i,2,4,2,1,0.0,6
O=S(=O)(c1ccccc1)N1CCCCC1c1cccnc1 (stereo not given),0,1,-4,i,1,3,-3,-1,-0.3,5
CN1CCN(c2ccc([N+](=O)[O-])c3no[n+]([O-])c23)CC1,-61,0,0,i,27,146,-216,-23,0.6,-14
O=c1[nH]c2ccccc2n1C1CCN(C(CCc2ccccc2)c2nnnn2C2CCCCC2)CC1 (stereo not given),4,19,·,i,-22,-1,-28,6,4.6,-3
COC(=O)C1=C(c2ccccc2OCc2ccccc2)C[C@@H]2CC[C@H]1N2C(=O)NCc1ccc(Cl)cc1,3,-3,-8,i,-7,0,-6,2,7.3,15
CC(C)C1(C)N=C(c2nc3ccccc3cc2C(=O)O)NC1=O (stereo not given),-4,1,0,i,2,13,3,1,0.5,10
CN(C)N=O,6,-3,-3,i,-1,3,1,-1,-1.2,-3
Cc1ccc(-n2cc(CNC(C)Cc3cnccn3)c(-c3cccc(C)c3)n2)cc1 (stereo not given),-1,-6,-3,i,0,-10,-2,2,-1.8,4

Reformatted as labelled records: entries from further up.
> CC1C(c2ccccc2)OCCN1C (stereo not given)
- SUMO1 PPI mod = -2
- NadD block = 1
- Scp-1 inhibitor = 0
- Rpn11 block = i
- DNMT1 inh = 2
- CendR NRP1 mod = 4
- MT1-MMP act inh = 2
- STEP block = 1
- LMPTP block = 0.0
- SKN-1 block = 6

> O=S(=O)(c1ccccc1)N1CCCCC1c1cccnc1 (stereo not given)
- SUMO1 PPI mod = 0
- NadD block = 1
- Scp-1 inhibitor = -4
- Rpn11 block = i
- DNMT1 inh = 1
- CendR NRP1 mod = 3
- MT1-MMP act inh = -3
- STEP block = -1
- LMPTP block = -0.3
- SKN-1 block = 5

Next section
compound,SUMO1 PPI mod,NadD block,Scp-1 inhibitor,Rpn11 block,DNMT1 inh,CendR NRP1 mod,MT1-MMP act inh,STEP block,LMPTP block,SKN-1 block
COc1ccc(C(C)=O)cc1CN1CC=C(c2ccccc2)CC1,-12,3,-5,i,-5,20,-1,-3,2.3,10
N#CCCn1cc(C(=O)Nc2ccccc2Br)c(-c2ccc3c(c2)OCCO3)n1,-1,-9,-6,i,-1,2,-1,-3,0.7,-1
CN1CCN(c2ccc([N+](=O)[O-])c3cccnc23)CC1,-20,-1,1,i,-2,8,1,-2,0.0,9
CCOP(=O)(C#CC(C)(C)C)C(C)(O)c1ccccc1 (stereo not given),1,1,-5,i,4,8,5,1,-1.6,10
O=C1NC(=S)NC(=O)C1=Cc1ccc2c(c1)CCN2CCCCl,76*,53*,91*,·,102*,-42,-2,60*,77*,38*
OC(c1cccc(Cl)c1)(c1cccc(Cl)c1)C1CN2CCC1CC2 (stereo not given),0,-5,3,i,1,40*,-27,1,0.0,11
Cc1cc(N(CCCl)CCCl)ccc1C=NNC(=O)Cc1cc(=O)oc2cc(O)ccc12,0,73*,7,i,-9,-11,0,-4,-1.2,5
OCc1cnc[nH]1,6,-1,-6,i,-5,10,6,-1,-0.7,-10

Gathered by group, the compounds so far containing four or more nitrogen atoms
compound,SUMO1 PPI mod,NadD block,Scp-1 inhibitor,Rpn11 block,DNMT1 inh,CendR NRP1 mod,MT1-MMP act inh,STEP block,LMPTP block,SKN-1 block
CN1CCN(c2ccc([N+](=O)[O-])c3no[n+]([O-])c23)CC1,-61,0,0,i,27,146,-216,-23,0.6,-14
O=c1[nH]c2ccccc2n1C1CCN(C(CCc2ccccc2)c2nnnn2C2CCCCC2)CC1 (stereo not given),4,19,·,i,-22,-1,-28,6,4.6,-3
Cc1ccc(-n2cc(CNC(C)Cc3cnccn3)c(-c3cccc(C)c3)n2)cc1 (stereo not given),-1,-6,-3,i,0,-10,-2,2,-1.8,4
N#CCCn1cc(C(=O)Nc2ccccc2Br)c(-c2ccc3c(c2)OCCO3)n1,-1,-9,-6,i,-1,2,-1,-3,0.7,-1
CN1CCN(c2ccc([N+](=O)[O-])c3cccnc23)CC1,-20,-1,1,i,-2,8,1,-2,0.0,9

Later entries.
compound,SUMO1 PPI mod,NadD block,Scp-1 inhibitor,Rpn11 block,DNMT1 inh,CendR NRP1 mod,MT1-MMP act inh,STEP block,LMPTP block,SKN-1 block
O=[N+]([O-])c1ccc(C2C3C(c4ccccc4)=NC4(CCCC4)N32)cc1 (stereo not given),-16,-4,1,i,-1,4,1,-2,0.3,14
CC(C)Oc1ccc(C2C(C#N)=C(N)Oc3c2c(=O)oc2ccccc32)cc1 (stereo not given),-1,5,-7,i,-2,-4,0,-3,0.3,4
Cc1ncoc1C(=O)NCC1=C(c2ccc3ccccc3c2)C[C@@H]2CC[C@H]1N2Cc1ccco1,-1,2,·,i,-3,8,1,-1,-0.7,0
Cc1cccc(OC(=O)N2CCOCC2)c1,-2,-5,-8,i,2,-8,4,4,-2.0,-1
CC(N)Cc1c[nH]c2cc3c(cc12)OCCO3 (stereo not given),-3,5,4,i,-14,-6,2,-1,0.7,19
CCOC(=O)[C@]12Cc3c(cc(OC)c(OC)c3OC)[C@H]1N(C)C(=O)c1cc(OC)ccc12,8,-2,·,·,·,12,-6,·,-1.1,-5
COC(=O)C1=C(c2cc3ccccc3s2)C[C@@H]2CC[C@H]1N2C(=O)NCc1ccc(C(F)(F)F)cc1,-3,-10,-14,i,-13,4,-4,2,8.7,11
Cc1c(C(c2ccc(Cl)cc2Cl)c2c(O)c3ccccc3oc2=O)c(=O)n(-c2ccccc2)n1C (stereo not given),0,-9,-7,i,-1,6,1,-3,-2.0,-3
COC(=O)C1=C(c2ccc(Cl)c(C(F)(F)F)c2)C[C@@H]2CC[C@H]1N2C(=O)N1CCCC1,8,-3,-6,i,3,0,1,1,0.6,-9
CC(=O)c1c(O)n(C)c(=S)n(-c2ccccc2)c1=O,-2,5,0,i,-3,-102,-2,-4,-1.5,-8
COC(=O)C1=C(c2ccccc2)C[C@@H]2CC[C@H]1N2C(=O)NCCNC(C)=O,-2,-3,0,i,1,-2,2,-1,-1.9,2
O=C(Cn1ncc2c3ccccc3n(Cc3ccc(F)cc3)c2c1=O)N1CCC2(CC1)OCCO2,2,0,41,i,-4,2,-6,2,-0.8,-3
Cn1cccc1/C=C1\C(=O)NC(=O)N(Cc2ccccc2Cl)C1=O,2,9,-7,i,34,-47,0,0,2.3,1
CN1CCN(C(=O)O[C@H]2c3nccnc3C(=O)N2c2ccc(Cl)cn2)CC1,-11,1,-6,i,4,12,-2,-2,-1.0,1
Cc1ccc2c(c1)c(=O)c1c3n2CCN(CC#N)C3CC1 (stereo not given),4,6,-4,i,1,1,3,-1,4.3,7
Cc1nc2ccccc2c(=O)n1-c1ccncc1,2,-6,-2,i,3,3,-9,1,-1.8,-3
Cc1ccc(C(=O)C2(C)N(O)C(C)C(c3cccs3)=[N+]2[O-])cc1 (stereo not given),-6,-3,-5,i,1,1,6,-2,-0.2,-11
OCC[n+]1c2ccccc2nc2ccc(N3CCOCC3)cc21,-29,-5,-1,i,6,14,11,3,2.4,38*
CN(C)C(=O)On1c(-c2ccccc2)nc2ccc(Cl)cc21,-3,-1,-12,i,-2,-2,4,-1,-0.4,1
N#CC1=C(N)Oc2c(c(=O)oc3ccccc23)C1c1ccccc1OC(=O)c1cccs1 (stereo not given),4,0,-13,i,1,3,-10,1,0.6,7
COc1ccccc1CN1CCN(C(=O)Cc2ccccc2)CC1,-2,-4,-10,i,1,0,5,-2,-1.3,1
CCCCC12CNCC(C)(CNC1)C2=O,-3,-6,-2,i,2,-10,1,-3,-1.4,-13
COC(=O)C1=C(c2ccc3ccccc3c2)C[C@@H]2CC[C@H]1N2C(=O)NC1CCCCC1,1,1,-11,i,0,14,0,0,1.3,-2
Cc1cc(C=O)c(C)n1C1CCCCC1,4,-3,-7,i,3,5,1,4,1.4,12
Fc1cccc(C2NCCc3[nH]cnc32)c1 (stereo not given),1,-1,-13,i,-1,15,1,-2,-6.3,2
CCN(CC)C(=O)c1ccc(NC(=O)c2cccc(C(F)(F)F)c2)cc1,-4,-8,-1,i,-2,-3,2,4,-0.9,-4
CCCCn1c(C)c(C(=O)O)c2cc(OC)ccc21,0,5,-5,i,0,-3,-10,2,-1.7,12
Cc1ccc(N2C(=O)NC(=O)/C(=C\c3cn(CC(=O)O)c4ccccc34)C2=O)cc1,-2,-5,-8,i,6,-74,-51,-1,2.1,25
COc1ccc(CN2C(=O)NC(=O)/C(=C/c3ccoc3)C2=O)cc1,32,10,72*,+,101*,-145,-93,68*,24,14
O=C(NC[P+](=O)O)OCc1ccccc1,-1,-4,-1,i,2,18,-1,-1,0.2,4
c1cc2c(cc1N1CCCCC1)CNCc1cnnn1-2,6,-4,·,i,7,7,5,-1,0.1,-12
C[C@@H]1CN([C@@H](C)CO)C(=O)CCCn2nncc2CO[C@@H]1CN(C)C(=O)Oc1ccc2ccccc2c1,4,2,·,i,-1,-13,4,2,0.4,1
COC(=O)c1ccccc1OP(=O)(c1cccc([N+](=O)[O-])c1)c1cccc([N+](=O)[O-])c1,-18,-10,-13,i,-3,-2,1,0,-0.2,3
Cn1c(O)c(/C=N/c2ccccn2)c(=O)n(C)c1=O,0,1,-4,i,4,4,5,2,-1.3,3
Cc1c(C(=O)Nc2ccccc2)c2cc(O)ccc2n1Cc1ccccc1,2,1,-12,i,-2,-4,-1,2,3.4,14
CC(Cc1ccc(O)cc1)NCC(O)c1ccc(O)c(O)c1 (stereo not given),8,13,·,i,3,-14,1,6,12,4
OC1(c2cccnc2)CC2CCC(C1)N2Cc1nnnn1Cc1ccccc1 (stereo not given),-3,-8,-3,i,1,-6,8,-3,1.2,-28

These rows are one share of the data. The share of hits here may be higher or lower than overall.
